PV pol inh: poliovirus RdRp elongation inhibitors, primary screen, biochemical, fluorescence polarization, total intensity | Genome polyprotein (Poliovirus type 1 (strain Mahoney)), P03300 | % elongation, % (compound at 16.7 µg/mL) | poliovirus polymerase elongation; stronger effect = lower value | hit rate 0.66% among 150,000 | AID 588519, 2011; in the data active = % elongation below about 90%; note: some results filed as inactive read as strong as hits
Target sequence (P03300 1749-2209 limits assumed): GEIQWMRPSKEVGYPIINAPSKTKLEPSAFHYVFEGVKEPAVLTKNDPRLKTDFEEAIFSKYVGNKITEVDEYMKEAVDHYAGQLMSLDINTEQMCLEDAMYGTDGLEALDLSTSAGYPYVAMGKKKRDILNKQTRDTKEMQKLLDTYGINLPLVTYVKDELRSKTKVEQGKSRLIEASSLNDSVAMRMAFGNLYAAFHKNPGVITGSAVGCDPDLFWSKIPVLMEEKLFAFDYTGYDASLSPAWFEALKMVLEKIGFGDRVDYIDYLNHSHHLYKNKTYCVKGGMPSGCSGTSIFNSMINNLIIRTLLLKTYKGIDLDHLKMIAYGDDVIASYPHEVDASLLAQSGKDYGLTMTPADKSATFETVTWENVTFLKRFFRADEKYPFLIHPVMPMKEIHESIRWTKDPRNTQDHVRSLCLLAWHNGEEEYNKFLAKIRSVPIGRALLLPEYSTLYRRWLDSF
PV pol inh FP z-score: also measured in PV pol inh; calls as there; z-score; measured here: FP z-score; hits read low
Numbers without * were called inactive; & = joins results of further samples. Only part of the results is shown; count on the stated rates, not on these rows.

Sequence of screens – PV pol inh	PV pol inh FP z-score
> CC1(C)CC(=O)C2=C(C1)Oc1ccccc1C2CC(=O)c1ccc(O)cc1 (stereo unspecified)
 : 103	0.8
> O=C1c2ccccc2C(=O)N1CC1CC2C=CC1C2 (stereo unspecified)
 : 102	0
> Cc1cc(C)c(NC(=O)CN(C)S(=O)(=O)c2ccc3c(c2)CCC(=O)N3)c(C)c1
 : 105	0
> CCNc1cc(N2CCC(C)CC2)c2noc3c2c1C(=O)c1ccccc1-3
 : 115	2.7
> CCN(CC)C(=O)c1noc2c1CCCCC2
 : 103	0.3
> COc1cccc(C(=O)Nc2cccc(C(=O)OCc3cc(=O)n4c5c(sc4n3)CCCC5)c2)c1
 : 104	-0.6
> CCc1ccc(NC(=O)COC(=O)c2ccc3c(c2)nc(C)c(=O)n3CC)cc1
 : 113	1.5
> CCOC(=O)Nc1cc(=O)c2ccccc2o1
 : 103	0.4
> C#CCCCCCCCCCCCCCCCC(=O)O
 : 101&100	-0.2&0
> CSc1cccc(N/C(=N\S(=O)(=O)c2ccccc2)NN)c1
 : 103	0.4

(next part)
Sequence of screens – PV pol inh	PV pol inh FP z-score
> CCOC(=O)CN1C(=O)C(O)(c2c[nH]c3ccccc23)c2ccccc21 (stereo unspecified)
 : 99	-0.7
> Cc1occc1-c1nnc(SCC2CCCCO2)n1-c1ccccc1 (stereo unspecified)
 : 104	0.2
> Cc1cc2nc3c(=O)[nH]c(=O)nc-3n(C(O)C(O)C(O)C(O)CO)c2cc1C (stereo unspecified)
 : 73	-7.5
> Cc1ccc2c(CSc3nnc(-c4ccccc4)o3)cc(=O)oc2c1
 : 104	0
> O=C(Nc1ccc2[nH]c(=O)[nH]c2c1)C(F)(F)F
 : 106	0.3
> C/C(=N\n1c(C)nc2sc3c(c2c1=O)CCCC3)N(C)C
 : 100	-0.2
> O=C(O)CN1C(=O)c2cccc3c(Br)ccc1c23
 : 99	-0.8
> COc1ccc(S(=O)(=O)N(CC(=O)Nc2ccc(F)c(Cl)c2)c2ccc(C)cc2)cc1OC
 : 105	0.1
> Nc1cccc2c1C(=O)N(CC(=O)O)C2=O
 : 87	-4
> O=c1[nH]c(SCc2ccccc2)nc2[nH]ncc12
 : 102	-0.2

Further entries:
Sequence of screens – PV pol inh	PV pol inh FP z-score
> COc1cccc2cc(-c3nc4sc(C(=O)Nc5cccc(F)c5)c(C)c4c(=O)[nH]3)c(=O)oc12
 : 73	-10
> CCOC(=O)C1CCCN(C(=O)c2cccc(Oc3ccccc3)c2)C1 (stereo unspecified)
 : 102	0
> COC(=O)c1ccc(COc2ccc3c(oc(=O)c4cc(OC)ccc43)c2C)o1
 : 101	0.4
> Cc1ccc2nc(-c3ccccc3)cc(C(=O)NCc3ccccc3)c2c1
 : 103	0.3
> CC(C)c1ccc(CNC2CC2)cc1
 : 100	-0.5
> Cc1cccc(CSc2ncccc2C(=O)O)c1
 : 114	1
> COc1ccccc1CN(Cc1ccco1)c1cnc(S(C)(=O)=O)nc1C(=O)Nc1cc(C)ccc1C
 : 107	0.1
> CCn1cc(SCC(=O)Nc2cccc(OC)c2)c2ccccc21
 : 100	-0.4
> Cc1ccccc1NS(=O)(=O)N(C)C
 : 104	0.1
> Cc1cccc(-n2ncc3c(NNC(=O)c4ccccc4Cl)ncnc32)c1
 : 105	-0.3

(continued)
Sequence of screens – PV pol inh	PV pol inh FP z-score
> O=C(COC(=O)C1(c2ccccc2)CC1)c1ccc[nH]1
 : 104	0.3
> Cc1cccc(NC(c2cccc(Cl)c2)c2ccc3cccnc3c2O)n1 (stereo unspecified)
 : 123	5.1
> COc1ccc(N=C(C)c2c(C(F)(F)F)[nH]n(-c3nc4ccccc4s3)c2=O)cc1OC
 : 101	0
> CSc1nc2sc3c(c2c(=O)n1-c1ccc(C)cc1)CCCC3
 : 106	0.5
> CC1CCN(Cc2c(O)ccc3c(=O)c(-c4cccc(Cl)c4)c(C(F)(F)F)oc23)CC1
 : 107	0.6
> CC1CCc2ccccc2N1 (stereo unspecified)
 : 102	0.9
> Cc1cc(C)nc(SCC(=O)OCc2cc(=O)n3ccsc3n2)n1
 : 103	-0.2
> O=C(CSc1nnc(-c2ccccc2)n1-c1ccccc1)N/N=C/c1ccc(O)c(O)c1
 : 100	-0.4
> Cc1cc(C(F)(F)F)nn1CC(=O)NN1C(=O)c2ccccc2C1=O
 : 99	-0.6
> COc1cccc(CNC(=O)c2oc3c(c2C)-c2nn(Cc4cccc(Cl)c4)cc2CC3)c1
 : 100	-1.1

Later entries:
Sequence of screens – PV pol inh	PV pol inh FP z-score
> CCc1nnc(SCc2nc(-c3ccc(OC)c(OC)c3)oc2C)c2cc3oc(C)cc3n12
 : 103	0.8
> CC1CCN(C(=O)COC(=O)c2ccc(-c3ccccc3)cc2)CC1
 : 100	-0.5
> Nc1ccc(-c2n[nH]c(=O)c3ccccc23)cc1N
 : 99	-0.2
> Cc1ccc(C(=O)C(C)C2c3cc(Br)ccc3OC(=O)C2C(=O)c2ccccc2)cc1 (stereo unspecified)
 : 103	0.2
> Cc1ccc(Nc2nc(CSc3nc4ccccc4s3)cc(=O)[nH]2)cc1
 : 101	-0.2
> C=C1CC23CC4C5[C@@]6(C)C[C@H](OC(=O)c7ccccc7)[C@@H](OC(C)=O)[C@@]57C2[C@H](OC(C)=O)[C@@H]1[C@H](O)[C@H]3[C@H]7N4C6
 : 102	0.3
> CCCn1c2ccccc2c2cnn(CC(=O)NCCc3ccc(OCC)c(OCC)c3)c(=O)c21
 : 107	0.2
> Cc1cc2nnc(C#N)c(C)n2n1
 : 100	-0.5
> CNC(=O)C1CC(=O)N(Cc2ccc(F)cc2)C(=Nc2ccc(F)cc2)S1 (stereo unspecified)
 : 101	-0.1
> COc1ccc(CCNC(=O)c2cn(C)c3ccc(S(=O)(=O)N4CCOCC4)cc3c2=O)cc1OC
 : 104	-0.1

Overlap with the part before: 3 compounds, followed by the next part.
Sequence of screens – PV pol inh	PV pol inh FP z-score
> Cc1cc2nnc(C#N)c(C)n2n1
 : 100	-0.5
> CNC(=O)C1CC(=O)N(Cc2ccc(F)cc2)C(=Nc2ccc(F)cc2)S1 (stereo unspecified)
 : 101	-0.1
> COc1ccc(CCNC(=O)c2cn(C)c3ccc(S(=O)(=O)N4CCOCC4)cc3c2=O)cc1OC
 : 104	-0.1
> CCOC(=O)N1CCN(C(=O)CN(C)S(=O)(=O)c2ccc3c(c2)C(C)(C)C(=O)N3C)CC1
 : 101	-0.4
> CCn1c(CCc2ccccc2)nc2ccccc21
 : 100	-1
> O=c1oc2ccc(Cl)cc2cc1-c1nc2ccccc2s1
 : 104	0.1
> O=C1c2ccccc2C(=O)N1CCCCN(C(=O)c1ccco1)c1ccc(Cl)cc1
 : 100	-0.3
> CC(C)n1c(=N)c(C#N)cc2c(=O)n3ccccc3nc21
 : 101	0.1
> O=C(CSCc1ccco1)c1ccco1
 : 102	-0.1
> CNc1ccccc1C(C)(C)c1cc(-c2cccs2)n[nH]1
 : 99	-1.4
> CCOC(=O)c1c(C)[nH]c(C)c1S(=O)(=O)NCC(=O)NCc1cccc(Br)c1
 : 114	0.6
> O=C(COC(=O)c1ccc(S(=O)(=O)N2CCOCC2)cc1)Nc1ncc(Cl)cc1Cl
 : 105	0.3
> COc1ccc(Cl)c(Cn2c(NCCN)nc3c2c(=O)n(C)c(=O)n3C)c1
 : 108	0.2

Next section.
Sequence of screens – PV pol inh	PV pol inh FP z-score
> CCN(C(=O)c1cccc(F)c1)C1CCS(=O)(=O)C1 (stereo unspecified)
 : 102	0
> COc1ccc(-c2cc(NCc3ccccc3)n3cnnc3n2)cc1
 : 101	-0.7
> COc1cccc(CNC(=O)c2ccc3nc(SCc4ccc(F)cc4)n(C)c3c2)c1
 : 106	1.9
> CC1=CC(=C(C#N)C#N)C=C(C)N1Cc1ccc(Cl)cc1
 : 104	0.3
> Cc1nc(COc2ccc(C(C)(C)C)cc2)sc1C(=O)NN
 : 106	0.6
> Cc1ccc(S(=O)(=O)c2cn(CC(=O)Nc3cccc(C)c3)c3cc4c(cc3c2=O)OCO4)cc1
 : 109	0.5
> Cc1ccc(CN2C(=O)c3ccccc3Sc3ccc(C(=O)NCCN4CCOCC4)cc32)cc1
 : 103	0.6
> Cc1cc(C)c(S(=O)(=O)NCCc2ccncc2)c(C)c1
 : 99	-0.4
> OC(CNC12CC3CC(CC(C3)C1)C2)COCc1ccco1 (stereo unspecified)
 : 101	-0.1
> NC(=O)COC(=O)c1cn(-c2ccccc2)nc1-c1ccccc1
 : 104	0.2

More records follow.
Sequence of screens – PV pol inh	PV pol inh FP z-score
> O=C(Cn1c(=O)n(Cc2ccccc2)c(=O)c2sc3ccccc3c21)NCc1ccccc1Cl
 : 104	0
> COc1ccc(-c2nc3c(c(SCC(=O)N4CCCCC4)n2)Cc2cc(Cl)ccc2O3)cc1
 : 109	1.5
> CCn1cc2nc(SCc3cccc(OC)c3)n(Cc3ccc(Cl)cc3)c(=O)c2n1
 : 103	-0.7
> CCn1c(=O)n(CC)c2cc(N3CCCCC3)c(NC(=O)Nc3cc(C)cc(C)c3)cc21
 : 106	0
> CCC(=O)N1CCc2cc(S(=O)(=O)NCCC(=O)Nc3ccc(OC)c(Cl)c3)ccc21
 : 105	0.2
> CCOC(=O)CN1C(C(=O)c2ccccc2)=C(OC(=O)C(C)(C)C)c2ccccc2S1(=O)=O
 : 107	0
> COc1ccc(CC(=O)NCC(c2ccc(N(C)C)cc2)N2CCOCC2)cc1 (stereo unspecified)
 : 109	0.6
> CC1=CC(=O)C(C(=O)/C=C/c2cc3ccccc3nc2N2CCOCC2)C(=O)O1 (stereo unspecified)
 : 105	0.4
> COc1ccccc1CN(C)Cc1nc(N)nc(Nc2ccccc2C)n1
 : 104	0.3
> COc1ccc(-n2cnnc2SCc2cnc(-c3ccccc3)s2)cc1
 : 99	-0.8

(cont.)
Sequence of screens – PV pol inh	PV pol inh FP z-score
> Cc1ccc(-c2noc(-c3ccc(N4CCCCC4C)c([N+](=O)[O-])c3)n2)cc1 (stereo unspecified)
 : 104	-0.9
> COc1cccc(-c2cc(C(=O)N3CCN(c4cc(C)ccc4C)CC3)[nH]n2)c1
 : 102	0.1
> O=C(Nc1ccccc1Cl)c1ccc(-n2cnnc2)cc1Cl
 : 106	1.7
> Cc1ccc2cc(C(=O)O)[nH]c2c1
 : 101	-0.4
> Cn1nnnc1SCCCNCc1cc(Br)ccc1OCc1ccccc1
 : 106	-0.2
> O=C(NCC(c1ccc(Cl)cc1)N1CCOCC1)c1ccccc1 (stereo unspecified)
 : 102	-0.1
> CCc1cccc(NC(=O)[C@@H]2CCCN2C2=NS(=O)(=O)c3ccccc32)c1
 : 105	0.3
> O=C(Nc1ccccc1NC(=O)c1cccs1)c1cccs1
 : 102	0.2
> Cc1ccc(S(=O)(=O)Nc2cc3c(cc2N2CCOCC2)n(C)c(=O)c(=O)n3C)cc1
 : 102	0.5
> C=CCN(CC=C)C(=O)c1c(-c2ccccc2Cl)noc1C
 : 100	-0.1

The list continues:
Sequence of screens – PV pol inh	PV pol inh FP z-score
> Cc1ccc(NC(=O)c2ccco2)c(NC(=O)COc2ccc(I)cc2)c1
 : 103	1.5
> O=C(NCCOC12CC3CC(CC(C3)C1)C2)c1cc2ccccc2oc1=O
 : 109	0.5
> Nc1nnc(SCC(=O)Nc2ccccc2C(F)(F)F)s1
 : 111	0.1
> COc1cccc(NC(=O)c2oc3ccc(S(=O)(=O)N4CCOCC4)cc3c2C)c1
 : 113	0.6
> CCN(Cc1ccncc1)C(=O)c1cc2c(C)nn(-c3ccc(Cl)cc3)c2s1
 : 103	0.3
> Cc1ccc2oc3oc(=O)cc(C)c3c2c1
 : 100	-0.5
> OC(CN1CCN(C2c3ccccc3-c3ccccc32)CC1)c1ccccc1 (stereo unspecified)
 : 102	-0.4
> N#CC(C#N)=Cc1ccc(-c2ccc(SC(F)F)cc2)o1
 : 54	-3.9
> Cc1cc(N=Cc2cc(Cl)cc(Cl)c2O)no1
 : 68	-5.4
> Cc1nc(-c2ccc(S(=O)(=O)NCCCN)s2)cs1
 : 100	-0.4

(further entries)
Sequence of screens – PV pol inh	PV pol inh FP z-score
> CCOC(=O)CN(Cc1ccccc1)C(C(=O)NC1CCCCC1)c1ccccc1 (stereo unspecified)
 : 101	-0.4
> Cc1ccc(C)c(NC(=O)CSc2ncc3c(n2)-c2cc(Cl)ccc2N(Cc2ccccc2F)S3(=O)=O)c1
 : 113	0.4
> COc1ccc(OCC(=O)OC2CCN(C)CC2)cc1
 : 106	0.8
> O=C(COC(=O)/C=C/c1ccc(F)cc1)Nc1ncccn1
 : 84*	-2.2*
> Cc1ccc(N2C(=O)CSC23C(=O)N(CN2CCN(c4ccccc4F)CC2)c2ccccc23)cc1 (stereo unspecified)
 : 99	-0.3
> COc1ccc(/C=C/C(=O)NCCN2CCOCC2)cc1S(=O)(=O)N1CCCCC1
 : 102	0.3
> COc1ccc(NCN2C(=O)CCC2=O)cc1
 : 101	0
> COc1cc(OC)cc(C(=O)c2ccc(C(=O)NC3(c4ccccc4)CC3)cc2)c1
 : 103	0
> COC1(OC)CCCc2c1no[n+]2[O-]
 : 103	0.3
> CC1CN(C(C(=O)c2c[nH]c3ccccc23)c2ccccc2)CC(C)O1 (stereo unspecified)
 : 105	0.2

The list goes on.
Sequence of screens – PV pol inh	PV pol inh FP z-score
> COc1ccc(CNC(=O)c2cc3c(=O)[nH]c4ccc(C)cc4c3s2)c(OC)c1
 : 108	1.1
> NC(=O)c1c(/N=C/c2cc(Br)ccc2O)sc2c1CCC2
 : 103	0.9
> COc1ccc(NC(=O)Cn2c(C)c3cnn(-c4ccccc4)c(=O)c3c2C)c(OC)c1
 : 109	0.6
> COc1ccccc1N1CCN(S(=O)(=O)c2c(C)sc3ncn(CC(=O)NCCN4CCOCC4)c(=O)c23)CC1
 : 101	0.3
> CC1(CC(=O)N/N=C/c2ccc(-c3cccc(C(F)(F)F)c3)o2)OCCO1
 : 98	-0.5

Given with each value named: 2 of the compounds above
SMILES: COc1ccccc1N1CCN(S(=O)(=O)c2c(C)sc3ncn(CC(=O)NCCN4CCOCC4)c(=O)c23)CC1
  PV pol inh: 101
  PV pol inh FP z-score: 0.3
SMILES: NC(=O)c1c(/N=C/c2cc(Br)ccc2O)sc2c1CCC2
  PV pol inh: 103
  PV pol inh FP z-score: 0.9

Screening results as filed in PubChem.
